TPT1 inh: Candida albicans TPT1 enzyme inhibitors, primary screen, biochemical, fluorescence polarization; tRNA 2'-phosphotransferase TPT1 (Candida albicans SC5314); recombinant caTPT1, FP RNA substrate dephosphorylation; inhibition, % at 5 µM; 0.81% of 300,000 active;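 active means inhibition above the mean of all tested compounds plus 3 SD, set per screening campaign, cut at about 24% in these data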;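 further: plate controls were DMSO alone for no effect and ferristatin control at 100 nM for full effect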
PREPL inh: PREPL enzyme inhibitors, primary screen, biochemical, fluorescence polarization. 0.68% of 320,000 active. inhibition, % at 5.96 µM. recombinant PREPL, fluorescence polarization activity-based probe. Prolyl endopeptidase-like (Homo sapiens), Q4J6C6; in the data active means inhibition above about 43%;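 further: 0% = enzyme with DMSO and 100% = wells lacking enzyme; many of its hits are not listed in these tables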
Efflux pump mplx: inhibitors of Candida efflux pumps in yeast, primary screen, S. cerevisiae, Nile Red, multiplex. S. cerevisiae Candida pump triplex. inhibition, % at 10 µM. 0.44% of 330,000 active. AID 485275, 2010;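 active means plate passing quality check with inhibition over a set limit, or well fluorescence over plate mean plus 4 SD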;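 further: Nile Red retained in pooled yeast measured as flow cytometry median fluorescence; 0% = buffer negative control and 100% = Enniatin B positive control; higher means more Nile Red kept so more efflux inhibition; some compounds called inactive have numbers as strong as hits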
CTSL1 counter: Fasciola hepatica cathepsin L1 inhibitors, primary screen, counter-screen for PFM18AAP inhibitor project, biochemical, QFRET, fluorogenic peptide substrate; recombinant F. hepatica cathepsin L1, Z-Leu-Arg-MCA fluorescence; inhibition, % at 5.96 µM; 0.49% of 300,000 active; AID 1906, 2009;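 active means inhibition above the mean of all tested compounds plus 3 SD, set per screening campaign, cut at about 17% in these data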;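 further: 0% = plate median of test compound wells and 100% = 1 µM Z-Phe-Ala-diazomethylketone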
PP5 primary: PP5 phosphatase inhibitors, primary screen, biochemical, fluorescence; AID 1987, 2009; inhibition, % at 6.7 µM; Serine/threonine-protein phosphatase 5 (Homo sapiens), P53041; 0.18% of 320,000 active; purified PP5c, OMFP substrate fluorescence;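 active means inhibition above the campaign's mean inhibition across all tested compounds plus 3 SD, cut at about 9.5% in these data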;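 further: 0% = DMSO only and 100% = 100 µM cantharidin control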
Target sequence (P53041 whole entry, looked up): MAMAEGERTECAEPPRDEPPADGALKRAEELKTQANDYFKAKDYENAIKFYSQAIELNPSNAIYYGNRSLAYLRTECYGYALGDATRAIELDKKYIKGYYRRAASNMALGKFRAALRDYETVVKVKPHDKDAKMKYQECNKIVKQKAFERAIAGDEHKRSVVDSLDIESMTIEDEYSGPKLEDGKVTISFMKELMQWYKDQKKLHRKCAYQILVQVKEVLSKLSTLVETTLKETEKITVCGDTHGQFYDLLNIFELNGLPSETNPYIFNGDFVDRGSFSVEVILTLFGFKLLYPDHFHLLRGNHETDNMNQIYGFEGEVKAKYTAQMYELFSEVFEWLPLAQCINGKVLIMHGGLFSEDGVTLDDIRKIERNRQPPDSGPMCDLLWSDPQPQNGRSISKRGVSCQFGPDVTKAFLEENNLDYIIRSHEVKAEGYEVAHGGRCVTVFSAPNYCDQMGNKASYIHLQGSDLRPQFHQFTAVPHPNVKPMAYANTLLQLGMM
PP1 inh: PP1-alpha phosphatase inhibitors, primary screen, counter-screen for PP5 inhibitor project, biochemical, fluorescence, OMFP substrate, single point | Serine/threonine-protein phosphatase PP1-alpha catalytic subunit (Homo sapiens), P62136 | purified PP1alpha | inhibition, % at 6.7 µM | 0.9% of 320,000 active;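 active means inhibition above the mean inhibition of all tested compounds plus 3 SD, computed separately for each screening campaign, cut at about 15% in these data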
Target sequence (P62136 whole entry, looked up): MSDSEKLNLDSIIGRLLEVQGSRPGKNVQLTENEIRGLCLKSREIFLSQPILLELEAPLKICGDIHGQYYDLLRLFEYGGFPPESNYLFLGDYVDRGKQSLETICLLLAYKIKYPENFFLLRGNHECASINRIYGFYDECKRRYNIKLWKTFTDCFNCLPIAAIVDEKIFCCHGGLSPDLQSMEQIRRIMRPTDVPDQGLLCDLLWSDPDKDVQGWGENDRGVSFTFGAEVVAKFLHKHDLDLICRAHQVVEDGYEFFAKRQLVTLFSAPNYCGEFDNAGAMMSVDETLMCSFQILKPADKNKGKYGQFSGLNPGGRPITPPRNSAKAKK
JMJD2C inh: inhibitors of GASC-1 histone demethylase, primary screen, biochemical, fluorescence, DELFIA europium; Lysine-specific demethylase 4C (Homo sapiens), Q9H3R0; GST-JMJD2C(1-420) H3K9me3 demethylation; inhibition, % at 2.35 µM; 0.069% of 330,000 active;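 active means more than half of a compound's replicate wells show inhibition beyond 50%, single wells judged on their own value; inconclusive means some, but no more than half, of replicates pass 50% inhibition; inactive means no replicate passes 50% inhibition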;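 further: signal counts dimethyl H3K9 product captured on neutravidin plate; 0% = median of DMSO wells and 100% = 0.3 times that DMSO median; strong numbers were not always called active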
core dimer inh: inhibitors of HCV core protein dimerization, primary screen, biochemical, TR-FRET, high-throughput; TR-FRET GST/Flag-core106 dimerization, 1536-well; inhibition, % at 5 µM; 0.33% of 300,000 active;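 active means inhibition above the mean of all tested compounds plus 3 SD, set per screening campaign, cut at about 45% in these data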
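Test system: GST/Flag-tagged HCV core106 proteins; Medium: KF-containing HEPES buffer, pH 7.45, DTT, CHAPS, BSA; Times: compound-protein-antibody incubation 4 h at 22.5 °C; Detection: TR-FRET 671 and 617 nm emission; Benchmarks: wells lacking GST-core106 and wells with excess unlabelled core106.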
LYPLA2 inh: LYPLA2 inhibitors, primary screen, counter-screen for PME1 inhibitor project, biochemical, fluorescence polarization, FP-Rh probe ABPP; Acyl-protein thioesterase 2 (Homo sapiens), O95372; recombinant LYPLA2; inhibition, % at 5.9 µM; 0.38% of 320,000 active;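 active means inhibition above the screen-wide mean plus 3 SD, limit set per campaign, cut at about 26% in these data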;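 further: 0% = LYPLA2 with DMSO and 100% = wells lacking LYPLA2 enzyme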
Target sequence (O95372 whole entry, looked up): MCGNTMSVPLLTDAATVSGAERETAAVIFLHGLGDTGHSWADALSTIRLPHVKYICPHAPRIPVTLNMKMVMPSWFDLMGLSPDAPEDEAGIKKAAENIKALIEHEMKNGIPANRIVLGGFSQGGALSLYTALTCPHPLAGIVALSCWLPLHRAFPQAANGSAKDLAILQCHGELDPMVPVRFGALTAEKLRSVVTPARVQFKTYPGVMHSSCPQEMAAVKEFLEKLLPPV
* hit, by the source's call; u = inconclusive; x = not tested or not shown. Some of the compounds tested. The share of hits here may be higher or lower than overall.

SMILES	TPT1 inh	PREPL inh	Efflux pump mplx	CTSL1 counter	PP5 primary	PP1 inh	JMJD2C inh	core dimer inh	LYPLA2 inh
CCN(CC)C(=O)C1CCN(S(=O)(=O)c2ccc(C3CNC(=O)C3)cc2)CC1 (stereo not given)	0	4	0.0	-2	1.1	-1	-10	0	-2
Cc1ccc2nc(SC(C)C(=O)N3CCOCC3)[nH]c2c1 (stereo not given)	1	-7	0.3	1	-1.9	3	27	-5	5
COc1ccc2nc(C)[nH]c(=O)c2c1	0	2	0.0	-1	2.5	1	-6	1	1
Cc1ccc(C)c(S(=O)(=O)N2CCN(C(=O)c3ccccc3Cc3ccccc3)CC2)c1	-1	11	0.1	3	0.6	-5	3	-1	0
CCOC(=O)C1Nc2c(cc(C(F)(F)F)cc2[N+](=O)[O-])C2c3ccccc3CC12 (stereo not given)	-2	14	-0.2	6	-2.8	-1	10	-17	7
CCn1c(N2CCN(C(=O)/C=C/c3ccccc3)CC2)nc2ccccc21	2	0	0.3	-4	0.7	-2	8	-4	2
O=C(C1CCN(S(=O)(=O)N2CCOCC2)CC1)N1CCc2ccccc21	2	14	0.1	-1	-0.3	-5	-3	0	3
CN(Cc1cc2ccccc2[nH]c1=O)C(=O)C1CCCCC1	-2	20	-0.1	5	0.4	-1	-80	0	-8
CN(C)S(=O)(=O)c1cccc(NS(=O)(=O)c2ccc(Cl)s2)c1	-1	1	0.1	-2	2.5	-3	-3	-2	4
Nc1cccc(-c2nc3ccccc3[nH]2)c1	0	-1	-0.1	0	0.8	0	2	-3	0
O=C(CN1C(=O)c2ccccc2C1=O)Nc1cccc(Cl)c1	1	-4	0.1	1	-0.3	-4	7	4	24
CC1CCN(c2nc3ccccc3nc2C(C#N)C(=O)OC2CCCCC2)CC1 (stereo not given)	2	6	0.0	-1	-1.3	-1	2	2	-4
O=C(OCC(=O)N1CCN(c2ccccc2)CC1)c1cccc(Cl)c1	0	-5	0.0	-2	-1.0	2	-25	4	6
O=C(CCn1nnc2ccccc21)Nc1nnc(COc2ccccc2F)s1	0	-24	0.3	-3	4.1	1	12	4	-1
COc1ccc(/C=N/NC(=O)c2c(C)n(C)c3ccc(OC)cc23)c(OC)c1	-3	10	-0.3	3	1.4	-2	-3	-11	-2
Cc1cc(S(=O)(=O)Nc2ccc(N3CCOCC3)cc2)ccc1Br	1	15	0.0	0	3.1	2	-41	9	-1
O=c1oc2ccccc2n1Cn1c(=O)oc2ccccc21	-2	3	0.4	-1	2.6	14	7	-7	3
Cc1ccc(Cn2c(SCC(=O)NCC3CCCO3)nc3ccsc3c2=O)cc1 (stereo not given)	-1	7	-0.1	6	-0.4	-4	4	3	4
CCN1CCN(S(=O)(=O)c2ccc(Cl)c(C(=O)NC3CCC(C)CC3)c2)CC1 (stereo not given)	x	11	-0.2	x	-0.5	-1	17	x	6
Cc1cccc(NC(=O)c2nc[nH]c2C(=O)N2CCC(C)CC2)c1	x	6	-0.1	x	1.3	1	1	x	2
O=C(Nc1ccc(C(=O)c2ccccc2)cc1)c1ccccc1	-1	9	0.0	-3	2.6	1	-5	-2	3
CS(=O)(=O)c1ccc(Cl)c(NC(=O)c2cc(S(=O)(=O)N3CCOCC3)ccc2N2CCCC2)c1	-1	-2	0.1	-3	-1.7	-5	-6	-1	-4
Fc1ccccc1C1c2cccn2CCN1C(=S)Nc1ccc(Br)cc1 (stereo not given)	2	-17	-0.2	1	3.4	2	7	20	-10
COc1cc(C(=O)OCCn2c(=O)c3c(ncn3CCN(C)C)n(C)c2=O)cc(OC)c1OC	6	16	0.4	-1	-0.9	-4	1	-10	-9
CCCCCCN(C(=O)CCCCCN1C(=O)NC(c2ccc([N+](=O)[O-])cc2)C(C(=O)OCc2ccccc2)=C1C)C(C(=O)NCCCC)c1ccc(OCC(=O)OC)c(C(=O)OC)c1 (stereo not given)	2	10	x	-2	4.0	23*	-5	21	-6
CCN(CC)C(=O)c1cc(Cl)ccc1NC(=O)c1ccco1	-2	15	-0.1	-2	-1.3	-3	-3	-1	8
O=C(NNC(=O)C1[C@H]2CCCC[C@@H]12)c1ccc(=O)oc1 (stereo not given in full)	6	1	-0.1	2	2.0	-2	0	0	-2
O=C(Nc1ccc([N+](=O)[O-])cn1)c1cc(-c2cccc(Br)c2)nc2ccccc12	-1	-4	0.1	-4	1.6	-2	7	17	2
CN(C)c1ccc(/C=C/c2cc[n+](C)cc2)cc1	11	-78	130*	4	3.0	1	6	-19	-153
COc1ccc(N(CC(=O)Nc2cc(C)cc(C)c2)S(=O)(=O)c2ccccc2[N+](=O)[O-])c(OC)c1	4	1	0.1	0	0.5	1	-35	11	-16
C[C@H]1CN=C(N(C)C)N1CCCCc1ccccc1	2	10	-0.1	-3	-0.2	-2	-7	-1	-2
O=C(CSc1nnc(-c2cccs2)n1-c1ccccc1)NCc1ccc2c(c1)OCO2	-2	0	0.0	7	-0.8	-3	-2	3	4
Cc1cnc(CNC(=O)C2CCC(=O)N(Cc3ccc(Cl)cc3)C2)[nH]1 (stereo not given)	-4	-3	0.0	-4	1.5	-5	-4	7	8
NNC(=O)Cc1cn(-c2ncc(C(F)(F)F)cc2Cl)c2ccccc12	0	-3	0.0	2	3.5	3	-5	-1	-11
Cc1ccc(NS(=O)(=O)c2c(C)nc3sccn3c2=O)cc1	-1	-6	0.1	-2	-0.3	-1	12	-5	4
O=C(NCC(c1ccco1)N1CCc2ccccc21)c1cccc(F)c1 (stereo not given)	-1	7	0.3	4	0.8	-2	u	1	-3
COc1ccccc1C(=O)N/N=C1/NC(=O)CC(C(=O)Nc2ccccc2)S1 (stereo not given)	0	-15	0.1	-3	-1.2	0	15	1	-2
Cc1nn(CC(=O)Nc2ccc(F)cc2)c(=O)c2ccccc12	-3	17	-0.1	4	-7.2	1	15	-15	11
COc1cc2c(cc1OC)CN(C(=O)C1CCN(S(=O)(=O)c3ccccc3F)CC1)CC2	1	6	0.3	0	2.2	-1	21	3	10
CC1(C)S[C@@H]2[C@H](NC(=O)C(NC(=O)N3CCNC3=O)c3ccccc3)C(=O)N2[C@H]1C(=O)O (stereo not given in full)	-9	6	0.2	3	0.3	-1	-2	3	0

Molecules listed so far containing bromine, in the order listed:
SMILES	TPT1 inh	PREPL inh	Efflux pump mplx	CTSL1 counter	PP5 primary	PP1 inh	JMJD2C inh	core dimer inh	LYPLA2 inh
Cc1cc(S(=O)(=O)Nc2ccc(N3CCOCC3)cc2)ccc1Br	1	15	0.0	0	3.1	2	-41	9	-1
Fc1ccccc1C1c2cccn2CCN1C(=S)Nc1ccc(Br)cc1 (stereo not given)	2	-17	-0.2	1	3.4	2	7	20	-10
O=C(Nc1ccc([N+](=O)[O-])cn1)c1cc(-c2cccc(Br)c2)nc2ccccc12	-1	-4	0.1	-4	1.6	-2	7	17	2

More records
SMILES	TPT1 inh	PREPL inh	Efflux pump mplx	CTSL1 counter	PP5 primary	PP1 inh	JMJD2C inh	core dimer inh	LYPLA2 inh
Cc1ccc(C(=O)NC(=S)Nc2cccc3nsnc23)cc1	-5	3	0.1	-1	2.8	-1	2	-108	4
CC(=O)NS(=O)(=O)c1ccc(N=NN2CCCCC2)cc1	0	-4	0.5	4	-3.8	-1	-76	-4	-1
O=C(NCc1ccccn1)c1ccc2nc(-c3ccco3)c(-c3ccco3)nc2c1	-2	46*	0.2	4	2.8	31*	3	78*	0
Cc1ccc(S(=O)(=O)N2CCCC(C(=O)NC3=NCCS3)C2)cc1 (stereo not given)	-1	6	0.0	-4	-1.3	-7	3	2	-3
Cc1nc2ccc(NC(=O)c3nn(C(C)C)c(=O)c4ccccc34)cc2s1	-1	1	0.0	-2	0.4	1	3	8	8
CCOC(=O)c1ccc2[nH]c(C)c(C)c2c1	3	2	0.0	2	0.4	0	5	-2	-5
Cn1nc(-c2ccccc2)c(CN2CCN(c3ncccn3)CC2)c1Cl	-2	-1	0.3	2	4.0	0	9	-9	-2
COc1cccc2cc(C(=O)NCc3ccccc3Br)c(=O)oc12	2	7	0.2	-1	-0.6	-2	9	3	7
Fc1ccc(NC(=S)Nc2cccc3ccccc23)cc1F	-2	17	0.1	-1	0.7	-3	5	2	6
O=S(=O)(Nc1ccccc1)c1ccc(-c2cnc(C3CC3)o2)cc1	3	-6	-0.2	4	-1.2	4	-1	13	1
CC(=O)c1ccc(NC(=O)COC(=O)CCN2C(=O)c3cccc([N+](=O)[O-])c3C2=O)cc1	-2	1	-0.2	-5	0.7	0	4	-2	1
COc1ccc2nc(NC(=O)/C=C/c3ccc4c(c3)OCO4)sc2c1	-2	4	-0.3	2	-1.1	-2	-6	-2	1
COc1ccc(NC(=O)N2CCCC2C(=O)NCc2ccc(C)cc2)cc1 (stereo not given)	-3	-1	-0.1	-2	-1.4	-1	-4	4	-2
CCCc1nc2nc(C)c(NS(=O)(=O)c3ccc(C(C)(C)C)cc3)c(=O)n2[nH]1	1	12	0.4	1	4.5	-2	-19	-2	1
C#C[C@]1(OC(C)=O)CCC2C3CCC4=CC(=O)CC[C@@H]4C3CC[C@@]21C (stereo not given in full)	2	-1	0.0	-2	1.9	1	-3	5	4
Cc1ccc(OCCC(=O)OCC(=O)NC(=O)c2ccccc2)cc1	-4	18	-0.1	-25	0.1	-2	0	-7	4
COc1ccc(-c2csc3ncnc(N4CCN(S(=O)(=O)c5ccc(C)c(C)c5)CC4)c23)cc1	4	0	0.0	4	0.5	-5	1	20	3
CN1CCN(S(=O)(=O)c2ccc3[nH]c(=O)oc3c2)CC1	1	1	-0.7	0	-0.6	-3	5	-5	-3
NC(=O)C1=C[C@@H](c2ccccc2)C[C@@H](OCCCCO)O1	-2	16	0.0	5	0.8	-1	-2	-17	-2
Cc1ccc(NC(=O)CCN2CCc3ccccc3C2)cc1	-2	22	0.1	-3	0.3	1	1	1	5
CCOC(=O)n1ccc(C(=O)Nc2ccccc2F)n1	-5	5	0.0	-1	-1.3	-5	17	-3	4
O=C(CCCc1nc2ccccc2s1)N1CCN(c2ccccc2)CC1	2	-3	0.2	-2	4.1	1	4	5	3
Cc1nonc1NC(=O)CSc1cn[nH]n1	0	-1	-0.1	0	-0.3	-6	11	6	-2
Cc1cc(C)c(NS(=O)(=O)c2ccc3c(c2)NC(=O)CC(=O)N3)c(C)c1	-2	-6	0.1	-1	2.2	0	-3	2	3
Cc1ccc(-c2nn[nH]n2)o1	-1	7	-0.1	3	-1.6	-4	0	0	-1
C[C@@H]1O[C@@H](O[C@H]2[C@H](O)[C@@H](O)[C@H](Oc3c(-c4ccc(O)c(O)c4)oc4cc(O)cc(O)c4c3=O)O[C@@H]2CO)[C@H](O)[C@H](O)[C@H]1O	x	12	-0.1	x	1.3	1	2	x	-7
Cc1ccc(C(=O)NC2CCCc3ccccc32)cc1[N+](=O)[O-] (stereo not given)	4	4	0.0	0	3.3	0	-2	3	6

Screens from PubChem.
